VLA-4 inh – inhibition in a human VLA-4 binding assay; P13612; VLA-4 expressing cells, ligand binding flow cytometry; inhibition, % (about 7 µM as worked out from the volumes in the protocol); actives 0.2% (n = 330,000); AID 2557; in the data active = inhibition above about 50%
BCLXL inh – Bcl-xL (human) inhibition; actives 0.7% (n = 320,000); Q07817; GST-Bcl-xL / FITC-Bim BH3 peptide fluorescence polarization; inhibition, % at 10.9 µM;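 active = inhibition above the mean of all tested compounds plus 3 SD, cutoff set per campaign, cut at about 30% in these data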;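 also: 0% = DMSO wells and 100% = unlabeled Bim-BH3 peptide competitor; inhibitors lower millipolarization by displacing the labeled peptide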
GLD-1 TGE inh – GLD-1-TGE RNA interaction inhibition (C. elegans); actives 0.44% (n = 320,000); purified GLD-1 + fluorescein TGE RNA, fluorescence polarization; inhibition, % at 5.96 µM; Q17339;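 active = percent inhibition above a per-plate cutoff, the plate mean of test compounds plus 3 SD, cut at about 30% in these data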;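 also: 0% = DMSO wells with GLD-1 and probe and 100% = wells lacking GLD-1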
Fam108B counter – counter-screen for RBBP9 inhibitors: inhibitors of mouse Fam108B | actives 0.33% (n = 300,000) | inhibition, % at 9.51 µM | recombinant Fam108B, FP-Rh probe fluorescence polarization | AID 1947;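 active = inhibition above the screen mean inhibition plus 3 SD, computed separately per campaign, cut at about 18% in these data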;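 also: inhibitors lower polarization as less probe binds the enzyme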
Efflux pump inh – inhibitors of Candida antifungal efflux pumps expressed in yeast; inhibition, % at 10 µM; AID 485275; actives 0.44% (n = 330,000); S. cerevisiae Candida pump triplex, Nile Red efflux;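 active = plate passing quality check with inhibition over a set limit, or well fluorescence over plate mean plus 4 SD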;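 also: Nile Red retained in pooled yeast measured as flow cytometry median fluorescence; 0% = buffer negative control and 100% = Enniatin B positive control; higher means more Nile Red kept so more efflux inhibition; some compounds called inactive have numbers as strong as hits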
MCL1 BIM primary – MCL1-BIM-BH3 interaction inhibition (human). Q07820. GST-MCL1 / FITC-Bim-BH3 fluorescence polarization. inhibition, % at 10.9 µM. actives 0.68% (n = 320,000). AID 2057;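 active = inhibition above the mean inhibition of all tested compounds plus 3 SD, set per campaign, cut at about 40% in these data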;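 also: 0% = DMSO wells and 100% = unlabeled Bim-BH3 peptide control; higher means more loss of mP so more displacement of Bim peptide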
MEX-5 binding – C. elegans MEX-5 TCR-2 RNA binding activity; Q9XUB2; MEX-5/FITC-TCR2 RNA binding, fluorescence polarization; hits give low values; activity score (negative = inhibition of binding), % at 10 µM; actives 0.38% (n = 300,000);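 active = inhibition past about -25% in most replicates, and total fluorescence under double the plate's negative control median, limit read from the data; inconclusive = replicates evenly split on the limit, or fluorescence at least double controls; inactive = too little inhibition in most replicates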;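 also: 0% = DMSO and -100% = 5 µM competing unlabeled TCR2 RNA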
PME-1 primary – blocks human protein phosphatase methylesterase 1; Q9Y570; recombinant PME-1, FP-Rh probe fluorescence polarization; inhibition, % at 5.9 µM; actives 0.53% (n = 320,000);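 active = inhibition above the campaign mean of all compounds plus 3 SD, cut at about 26% in these data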;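 also: competitive labeling of PME-1 active site by serine hydrolase directed probe; 0% = PME-1 with DMSO and 100% = wells lacking PME-1 enzyme; inhibitors block probe labeling so polarization falls and inhibition rises; many of its hits are not listed in these tables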
GRK2 inh – human GRK2 inhibition via aptamer displacement | P25098 | bead flow cytometry, FAM-aptamer displacement from GRK2 | inhibition of aptamer binding, % at 10 µM | actives 0.59% (n = 330,000) | AID 488847;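 active = inhibition of aptamer binding above 40%, roughly 3 SD of noise, on plates passing a quality check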;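 also: median bead fluorescence of bound FAM aptamer so fluorescent compounds give negative values; no value below 0 was filed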
* hit, by the source's call; ? = inconclusive; . = not tested or not shown. These rows are one share of the data; rates above refer to the full screens.

smiles	VLA-4 inh	BCLXL inh	GLD-1 TGE inh	Fam108B counter	Efflux pump inh	MCL1 BIM primary	MEX-5 binding	PME-1 primary	GRK2 inh
O=c1ccc(-c2nc3cc(Cl)ccc3n2Cc2ccccc2)c[nH]1	23	9	3	6	0.4	5	0.8	-6	2
COC(=O)CNC(=O)C1Nc2ccc(OC(F)(F)F)cc2C2C=CCC12 (stereo unspecified)	19	-1	-6	-1	0.0	3	-1.1	-3	0
Cc1cccc(OCC(=O)N2CCC(N3CCCCCC3)CC2)c1	20	3	2	0	0.0	-2	-1.4	2	0
COC(=O)[C@@]1(Cc2ccc(OC)cc2)[C@H]2c3cc(C(=O)N(C)C)n(CCSCCO)c3C[C@H]2CN1C(=O)c1ccccc1	9	1	1	-6	0.4	0	.	-11	0
CCOC(=O)c1c(NCc2ccccc2)n[nH]c1C	-3	5	2	6	0.5	7	0.7	2	3
Cc1ccc(S(=O)(=O)N2CCN(c3ccccc3)CC2)cc1	4	8	3	-4	0.1	3	0.3	3	2
CC(=O)N(C)c1ccc(NC(=O)C(c2ccccc2)c2ccccc2)cc1	4	-4	-6	0	-0.1	-1	-0.9	-1	1
Cc1ccc(NC(=O)c2nc3nccc(C)n3n2)c(C)c1	10	-1	1	-2	0.2	2	-0.6	0	0
CN(CCCNC(=O)C1CCCN(S(=O)(=O)c2cnc[nH]2)C1)c1ccccc1 (stereo unspecified)	27	0	2	1	0.1	5	0.6	11	5
Cn1cc(/C(Cc2ccccc2)=N\O)c2ccccc21	24	2	2	-2	0.1	4	2.3	-5	3
CCOC(=O)c1[nH]c(C)c(C(=O)c2ccc(C)cc2)c1C	3	-2	-1	3	0.0	-4	0.7	-10	1
Cc1nc(CCNC(=O)Cc2ccc(F)cc2)cs1	-2	-2	1	0	0.1	2	-0.3	-1	1
CC(=O)N(C)c1ccc(NC(=O)Nc2cccc3ccccc23)cc1	-8	4	2	3	0.1	4	0.8	8	6
Cc1ccc(CN2CCNC(=O)C2CC(=O)O)cc1 (stereo unspecified)	-7	6	8	0	-0.1	2	0.0	-1	3
O=C(CCCN1C(=O)c2cccc3cccc(c23)C1=O)NCc1cccs1	-6	6	2	22*	-0.1	3	-0.2	1	0
CC(=O)c1ccc(OCCCOc2cccc3cccnc23)cc1	1	.	.	.	0.1	.	4.1	.	1
Cc1cccc(NS(=O)(=O)c2coc(C(N)=O)c2)c1C	-21	6	5	9	0.0	7	-1.4	-2	11
O=C(C[n+]1ccccc1)Nc1ccccc1C(F)(F)F	2	2	2	0	0.0	-7	3.4	-1	3
C=CCSc1nsc(NC(=O)Nc2cccc(C(C)=O)c2)n1	9	7	-2	-4	-0.1	-4	3.7	-37	1
Nc1ccc2nc(CCCCCCCCc3nc4ccc(N)cc4[nH]3)[nH]c2c1	1	2	7	3	-0.2	2	-1.9	3	0
COCCNc1ncnc2nc[nH]c12	11	3	1	1	0.1	5	-1.9	5	4
NS(=O)(=O)c1cccc(NC(=O)/C=C/c2cccs2)c1	1	2	-5	-8	0.1	0	1.9	-2	1
Cn1cnc([N+](=O)[O-])c1Sc1n[nH]c(N)n1	4	2	-9	-5	0.0	2	0.3	1	0
COc1ccccc1N1C(=O)S/C(=C\c2cccs2)C1=O	3	6	1	-2	0.0	16	-0.2	4	1
Cc1ccc(S(=O)(=O)N2CCCOC2CNC(=O)C(=O)NCc2ccc3c(c2)OCO3)cc1 (stereo unspecified)	-2	3	-8	1	0.1	-2	-0.2	-2	0
Nc1cc(=O)[nH]c(SCC(=O)Nc2ccc(S(=O)(=O)N3CCOCC3)cc2)n1	-1	3	7	-5	-0.1	5	2.2	-8	2
Cc1cc(/C=N/NC(=O)c2cccnc2)c(C)n1CC(C)C	12	-4	3	0	-0.1	-1	-1.3	1	0
Cc1nnc(SCC(=O)NCC2COc3ccccc3O2)s1 (stereo unspecified)	-9	1	0	.	0.2	-5	.	3	0
CCOC(=O)C(C)Sc1nnc(CSc2nc3nc(C)cc(C)n3n2)o1 (stereo unspecified)	-12	-1	7	2	0.1	4	0.2	-3	5
COc1cc(C(C)=O)ccc1OCC(=O)NC(=O)Nc1ccc(C)cc1C	-1	.	3	.	0.0	.	.	.	2
Cc1ccc2c(COC(=O)c3n[nH]c4ccccc34)cc(=O)oc2c1	-8	-1	1	-8	0.1	-15	-2.9	-17	1
COc1ccc(CC(=O)NCCS(=O)(=O)N2CCN(c3ccccc3)CC2)cc1	1	-1	4	-5	0.0	-2	-2.5	-4	1
Cc1nc(C(Cl)(Cl)Cl)nc2[nH]ccc(=O)c12	5	1	8	-2	-0.2	-4	0.0	-6	1
COc1ccc(NC(=O)C(CC(=O)O)Cc2ccc(C)cc2)cc1 (stereo unspecified)	-16	2	5	2	-0.1	3	0.5	-7	3
COc1ccc(/C=N/NC(=O)c2ccc(N(C)S(=O)(=O)c3ccccc3)cc2)cc1	-11	2	3	-1	0.0	0	?	-8	0
COc1ccc(NC(=S)N2CCC(N(C)CCN3CCOCC3)CC2)cc1Cl	0	6	-2	8	1.2	2	1.2	-4	3
COC(Cc1nnc(SC)n1-c1ccccc1)OC	6	1	-4	0	0.0	4	-0.5	-3	1
Cc1ccc(CC(=O)Nc2ccc(S(=O)(=O)Nc3nccc(C)n3)cc2)cc1	2	4	-6	-2	-0.1	16	-0.3	-6	4
O=C(CSc1ncc(-c2ccc(F)cc2)[nH]1)N1CCCCC1	8	1	1	-2	0.1	3	-0.7	-3	1
O=C(Cn1cc(C(F)(F)F)ccc1=O)Nc1cccc(S(=O)(=O)N2CCOCC2)c1	-20	-4	-8	-1	0.1	4	1.3	3	0
CCN(CC)CCCN(Cc1cc2cc(OC)ccc2[nH]c1=O)C(=O)Nc1ccccc1	3	4	4	1	0.0	0	-0.8	2	0
Cc1cc(C)cc(NC(=O)CSc2nc3c(c(=O)[nH]2)CN(Cc2ccc(F)cc2)CC3)c1	-20	6	-5	-8	-0.6	7	-1.4	-4	3
Nc1nc(SCc2ccc(Cl)cc2Cl)nc2nc3c(cc12)CCCC3	0	-22	-1	-19	-0.1	-69	-3.5	-22	0
C=CCn1c(=O)c(C(=O)NC2CC2)c(O)c2cc(OC)c(OC)cc21	11	6	4	1	-0.2	9	-0.2	2	2
O=C1C=C(NCc2ccc(Cl)c(Cl)c2)C2(CCCCC2)O1	-17	6	0	13	0.1	0	0.0	-2	2

Next results
Each structure is followed by: VLA-4 inh	BCLXL inh	GLD-1 TGE inh	Fam108B counter	Efflux pump inh	MCL1 BIM primary	MEX-5 binding	PME-1 primary	GRK2 inh
Cc1cc(C)c2c(=O)[nH]c(SCC(=O)Nc3ccc(Br)cc3)nc2n1
→ -12	6	6	-9	-0.1	5	-0.3	7	0
CCOC(=O)C1CCN(CC(O)COCc2ccc(Cl)cc2)CC1 (stereo unspecified)
→ 20	16	2	-2	0.1	10	-0.2	-1	0
CC(C)Cn1c(-c2cccs2)nc2nc3ccccc3nc21
→ 5	3	-3	-2	0.2	0	5.5	5	1
Cc1occc1-c1nnc(SCc2nc3ccccc3c(=O)n2CC#N)n1C
→ 1	12	6	5	-0.1	-1	-3.4	5	0
Nn1c(SCC(=O)Nc2ccc(F)cc2)nnc1-c1ccccn1
→ 2	-5	-6	-2	0.2	0	0.7	0	0
CC(=O)Nc1ccc(N=Nc2c(C)[nH]n(C(N)=S)c2=O)cc1
→ 6	3	3	2	0.0	-2	-7.6	4	1
CCCc1ccc2oc(C(=O)N3CCC[C@H]3CO)c(C)c2c1
→ 3	-1	-9	0	0.0	-15	-1.2	-5	3
CC(=O)N1CCC(N(CCN2CCOCC2)C(=S)Nc2cc(C)cc(C)c2)CC1
→ 0	8	2	-1	-0.1	4	2.1	4	3
C=C(C)C1Cc2nc(N)nc(C)c2C1 (stereo unspecified)
→ -7	1	-1	-2	-0.1	8	-1.7	4	0
CN(c1ccccc1)S(=O)(=O)c1cccc(NC(=O)Cc2ccc(Cl)cc2)c1
→ 3	22	11	.	0.0	18	.	-36	0
O=C(N/N=C/c1c(Cl)cccc1Cl)c1cccc(F)c1
→ -6	2	5	0	0.1	5	-0.3	-2	5

3 records picked at random from those above, as already listed:
Each structure is followed by: VLA-4 inh	BCLXL inh	GLD-1 TGE inh	Fam108B counter	Efflux pump inh	MCL1 BIM primary	MEX-5 binding	PME-1 primary	GRK2 inh
CN(c1ccccc1)S(=O)(=O)c1cccc(NC(=O)Cc2ccc(Cl)cc2)c1
→ 3	22	11	.	0.0	18	.	-36	0
C=C(C)C1Cc2nc(N)nc(C)c2C1 (stereo unspecified)
→ -7	1	-1	-2	-0.1	8	-1.7	4	0
Cc1cc(C)c2c(=O)[nH]c(SCC(=O)Nc3ccc(Br)cc3)nc2n1
→ -12	6	6	-9	-0.1	5	-0.3	7	0
